procasp3 activ = activators of human procaspase-3. recombinant procaspase-3 D3A, Ac-DEVD-pNA absorbance 405 nm. 0.11% of 330,000 active. activation, % at 8.5 µM;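 active = activation above the mean of all tested compounds plus 3 SD, cut at about 21% in these data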;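 note: 0% = DMSO alone and 100% = DMSO wells spiked with extra 5 µM PC-3 D3A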
Target sequence (P42574 whole entry D9A/D28A/D175A): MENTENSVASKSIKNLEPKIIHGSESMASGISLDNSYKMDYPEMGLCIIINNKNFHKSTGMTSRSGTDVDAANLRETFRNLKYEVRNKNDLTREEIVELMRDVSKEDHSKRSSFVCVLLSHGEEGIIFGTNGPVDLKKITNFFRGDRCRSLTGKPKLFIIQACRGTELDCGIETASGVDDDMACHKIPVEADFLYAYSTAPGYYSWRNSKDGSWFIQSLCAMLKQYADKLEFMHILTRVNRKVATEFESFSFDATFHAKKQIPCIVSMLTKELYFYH
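Technique: 405 nm absorbance of p-nitroaniline, reads at 0 and 120 min; Test system: Procaspase-3 D3A mutant; Incubation: 1 h enzyme-compound preincubation, then 2 h substrate reaction, 25 °C; Repeats: singlicate, each compound tested once; Benchmarks: low control DMSO wells, high control DMSO plus 5 µM PC-3 D3A.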
PP5 primary = inhibitors of human protein phosphatase 5 (PP5) | purified PP5c, OMFP substrate fluorescence | AID 1987 | inhibition, % at 6.7 µM | 0.18% of 320,000 active | P53041;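 active = inhibition above the campaign's mean inhibition across all tested compounds plus 3 SD, cut at about 9.5% in these data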;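 note: 0% = DMSO only and 100% = 100 µM cantharidin control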
procasp7 counter = counter-screen for procaspase-3 activators: activators of human procaspase-7; P55210; recombinant procaspase-7, Ac-DEVD-pNA absorbance 405 nm; D23A/D198A/D206A triple mutant, cannot self-cleave; scale: DMSO 0, 5 µM enzyme 100; activation, % at 8.5 µM; 0.093% of 330,000 active;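 active = percent activation above the screen-wide mean plus 3 SD, cut at about 25% in these data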
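signal = Epi-absorbance of released pNA at 405 nm, two timepoints | assay system = Uncleavable procaspase-7 mutant enzyme | reagent = Ac-DEVD-pNA substrate, 400 µM as added | times = 1 h enzyme–compound preincubation and 2 h substrate reaction, both 25 °C | benchmarks = low DMSO alone, high DMSO plus 5 µM PC-7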
PP1 inh = PP1-alpha (human) inhibition in PP5 counter-screen. P62136. purified PP1alpha, OMFP fluorescence. inhibition, % at 6.7 µM. 0.9% of 320,000 active. AID 2235;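 active = inhibition above the mean inhibition of all tested compounds plus 3 SD, computed separately for each screening campaign, cut at about 15% in these data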
PAFAH2 FP inh = PAFAH2 (human) inhibition | inhibition, % at 3.39 µM | 0.99% of 340,000 active | recombinant PAFAH2, FP-rhodamine activity probe, fluorescence polarization | Q99487;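 active = inhibition above the mean over all tested compounds plus 3 SD, cut at about 30% in these data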;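 note: inhibitors block probe labeling of enzyme so polarization drops; 0% = enzyme with DMSO and 100% = wells lacking PAFAH2 protein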
TPT1 inh = C. albicans TPT1 enzyme inhibition; inhibition, % at 5 µM; AID 1962; recombinant caTPT1, FP RNA substrate dephosphorylation; 0.81% of 300,000 active;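 active = inhibition above the mean of all tested compounds plus 3 SD, set per screening campaign, cut at about 24% in these data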;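 note: plate controls were DMSO alone for no effect and ferristatin control at 100 nM for full effect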
CTSL1 counter = cathepsin L1 inhibition, PFM18AAP counter-screen. recombinant F. hepatica cathepsin L1, Z-Leu-Arg-MCA fluorescence. inhibition, % at 5.96 µM. 0.49% of 300,000 active;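 active = inhibition above the mean of all tested compounds plus 3 SD, set per screening campaign, cut at about 17% in these data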;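 note: 0% = plate median of test compound wells and 100% = 1 µM Z-Phe-Ala-diazomethylketone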
core dimer inh = blocks dimerization of HCV core protein. TR-FRET GST/Flag-core106 dimerization, 1536-well. inhibition, % at 5 µM. 0.33% of 300,000 active. AID 1899;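 active = inhibition above the mean of all tested compounds plus 3 SD, set per screening campaign, cut at about 45% in these data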
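test system = GST/Flag-tagged HCV core106 proteins | probe or stimulus = Eu donor and XL665 acceptor anti-tag antibodies | times = compound-protein-antibody incubation 4 h at 22.5 °C | signal = TR-FRET, excitation 340 nm, emission 617 and 671 nm | measure = percent inhibition of core106 dimerization signal | controls = wells lacking GST-core106 and wells with excess unlabelled core106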
AHR act = activates the human aryl hydrocarbon receptor. AHR-responsive luciferase reporter cells, luminescence. activation, % at 5 µM. 2.5% of 320,000 active. AID 2796; in the data active = activation above about 47%;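 note: 0% = vehicle wells and 100% = reference agonist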
Target sequence (P35869 whole entry, looked up): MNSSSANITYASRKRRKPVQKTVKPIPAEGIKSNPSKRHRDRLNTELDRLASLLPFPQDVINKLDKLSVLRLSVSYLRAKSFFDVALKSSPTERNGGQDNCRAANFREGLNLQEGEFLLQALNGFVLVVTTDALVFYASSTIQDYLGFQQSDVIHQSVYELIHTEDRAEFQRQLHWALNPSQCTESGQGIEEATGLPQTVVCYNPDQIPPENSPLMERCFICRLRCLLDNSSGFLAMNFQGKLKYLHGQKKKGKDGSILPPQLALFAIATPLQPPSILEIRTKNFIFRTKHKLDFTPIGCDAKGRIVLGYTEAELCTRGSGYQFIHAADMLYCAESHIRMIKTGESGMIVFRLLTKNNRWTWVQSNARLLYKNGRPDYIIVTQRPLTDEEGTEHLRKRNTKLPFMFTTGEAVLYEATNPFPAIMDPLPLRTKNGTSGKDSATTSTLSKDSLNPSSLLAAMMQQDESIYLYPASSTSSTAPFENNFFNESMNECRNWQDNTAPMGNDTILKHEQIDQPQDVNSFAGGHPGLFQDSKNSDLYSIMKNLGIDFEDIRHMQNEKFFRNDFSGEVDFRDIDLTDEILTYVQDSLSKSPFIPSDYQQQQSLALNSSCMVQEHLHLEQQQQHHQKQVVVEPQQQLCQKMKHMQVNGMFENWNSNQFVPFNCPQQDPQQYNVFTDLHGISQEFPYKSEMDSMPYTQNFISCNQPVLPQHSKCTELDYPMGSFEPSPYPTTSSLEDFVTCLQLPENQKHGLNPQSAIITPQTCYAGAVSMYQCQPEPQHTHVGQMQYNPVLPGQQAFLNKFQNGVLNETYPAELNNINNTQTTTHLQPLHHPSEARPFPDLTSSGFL
* marks the source's active call; other numbers are inactive results; . = not tested or not shown.

SMILES	procasp3 activ	PP5 primary	procasp7 counter	PP1 inh	PAFAH2 FP inh	TPT1 inh	CTSL1 counter	core dimer inh	AHR act
O=C(CN1CC[n+]2c(-c3ccccc3)csc21)c1ccc(Br)cc1	-4.4	3.4	-4.8	6.1	.	0.1	-0.6	10.4	-0.7
O=C(Nc1cc(Cl)ccc1C(=O)O)c1ccc(CN2C(=O)c3ccccc3C2=O)cc1	-0.7	0.9	12.0	1.6	-6.0	-2.0	1.2	18.6	2.2
O=C(CS(=O)(=O)c1cn(Cc2ccc(F)cc2)c2ccccc12)N1CCOCC1	4.5	1.2	7.2	-0.2	-1.3	0.6	-2.5	6.0	0.4
COc1cc(/C=N/NC(=S)NC(C)C)ccc1OCC(=O)Nc1c(C)cc(C)cc1C	-3.2	-0.7	8.6	4.1	-0.4	4.2	3.3	4.4	20.1
COC(=O)c1ccc(CN2C(=O)c3ccccc3C2=O)o1	2.9	0.0	9.3	-5.0	1.9	0.6	1.4	14.5	-4.1
CS(=O)(=O)N(CC(=O)N1CCOCC1)c1cccc(Cl)c1Cl	7.0	0.3	2.0	-7.5	-8.0	1.7	-1.7	-10.0	0.1
CCOC(=O)Cc1nn(Cc2nc(-c3ccc(C#N)cc3)cs2)c(=O)c2ccccc12	0.0	2.7	1.0	-1.2	10.6	2.9	-3.0	6.4	-0.1
COc1cc2c(cc1OC)CN(C(=O)c1ccccc1C(=O)O)CC2	6.9	-0.2	-0.8	-5.8	-6.0	-2.3	2.2	-4.0	-0.9
Cc1ccc(C(C(=O)NC2CCCCC2)N(C(=O)c2csnn2)C2CCCC2)o1 (stereo not drawn)	-3.4	1.0	-16.4	0.1	-3.4	0.1	0.4	-2.2	1.2
CCOC(=O)c1[nH]c2ccc(C(=O)OC)cc2c1C(=O)OCC	7.7	3.2	1.1	3.2	3.0	0.1	2.7	3.2	7.6
O=C(COC(=O)c1ncc(Cl)c(Cl)c1Cl)NC1CCCCCC1	-5.4	-0.6	-4.9	4.8	-0.2	-0.2	-7.7	2.8	10.3
CCOC(=O)N1CCN(C(=O)CNC(=O)c2ccc(Cl)cc2Cl)CC1	2.2	-1.2	3.7	-1.8	-1.7	.	.	.	5.8
N#Cc1cccc2c1-c1ccccc1/C2=N/NC(N)=O	-1.4	2.2	-5.8	9.2	11.7	-0.1	-2.9	-15.6	30.6
CCCN1CCC(=O)N(CCSc2ccc(NC(C)=O)cc2)CC1	-4.3	0.8	12.4	2.3	-0.6	-1.7	-0.2	-6.0	-2.0
CSc1nc(-c2ccccc2)nn1C(=O)c1ccco1	20.8	-1.5	7.3	0.3	1.5	-4.2	-1.9	2.2	4.1
CCOc1cc(/C=C2\C(=N)N3N=CSC3=NC2=O)ccc1OS(=O)(=O)c1ccccc1	0.0	1.0	-1.5	3.1	5.1	-0.8	0.3	3.6	1.3
Cc1ccsc1C(=CCCN1CCC[C@@H](C(=O)O)C1)c1sccc1C	0.0	-0.7	11.5	5.4	-0.3	-2.0	2.0	4.2	-1.6
CC(=O)N1CCOc2ccc(S(=O)(=O)NCC3CCC(C(=O)Nc4ccc(C)cn4)CC3)cc21 (stereo not drawn)	6.0	-0.1	5.7	-6.3	4.9	1.8	-0.1	-3.7	-0.7
CCN(CC)S(=O)(=O)c1ccc(N2CCOCC2)c(NC(=O)c2ccc3c(c2)OCCO3)c1	3.6	0.4	-0.3	0.2	9.4	-1.2	-2.9	3.5	-4.0
CCOc1ccc2nc(-c3ccccc3)[nH]c2c1	-7.3	1.3	5.3	0.8	0.3	-5.4	-2.3	-0.7	-5.6
Cc1cn2c(-c3ccncc3)nnc2s1	2.9	-2.2	10.0	0.2	-4.7	-2.5	0.2	1.0	0.0
Cc1cccc(C(=O)OCc2cc3ccccc3[nH]c2=O)c1	2.4	3.4	8.4	2.2	3.7	-2.9	1.7	10.1	0.1
C[C@H](NC(=O)OCc1ccccc1)C(=O)N[C@@H](Cc1c[nH]c2ccccc12)C(=O)O	-1.5	3.3	-5.9	2.3	2.3	0.2	-0.6	-1.7	-1.0
C[C@H](NS(=O)(=O)c1ccc(Cl)cc1)C(=O)OCC(=O)c1ccc[nH]1	3.1	0.3	6.5	-0.5	-9.0	1.0	-7.3	6.4	-0.1
Cc1cc(N/N=C/c2ccccc2)nc(NCc2ccccc2)n1	-2.2	3.0	-5.3	5.8	2.5	-5.3	-3.6	5.1	35.1

Single values from above.
PAFAH2 FP inh with `COc1cc(/C=N/NC(=S)NC(C)C)ccc1OCC(=O)Nc1c(C)cc(C)cc1C` : -0.4
core dimer inh with `COC(=O)c1ccc(CN2C(=O)c3ccccc3C2=O)o1` : 14.5

The listing continues:
SMILES	procasp3 activ	PP5 primary	procasp7 counter	PP1 inh	PAFAH2 FP inh	TPT1 inh	CTSL1 counter	core dimer inh	AHR act
O=[N+]([O-])c1ccccc1CSc1nnc2ccccn12	7.0	0.3	0.4	-2.2	6.2	2.0	-3.6	0.9	2.4
C/C(=N/NC(=O)c1ccc(Br)o1)c1ccc(C)o1	1.9	-0.5	-2.5	-3.2	4.8	-2.7	0.9	1.8	52.7*
COc1ccc(NC(=O)C2CCCN(S(=O)(=O)c3ccc4c(c3)oc(=O)n4C)C2)cc1OC (stereo not drawn)	17.5	-0.8	10.8	0.8	3.4	-0.9	-2.6	-2.7	-2.3
Cc1cccc(N2C(=O)C3CCC(c4ccccc4)CC3C2=O)c1 (stereo not drawn)	6.5	3.7	-3.5	1.4	3.5	-2.4	-1.4	-7.0	-7.3
C/C(=N\NC(=O)c1ccc(NS(=O)(=O)c2cccs2)cc1)c1cccs1	-2.4	0.7	3.3	-8.4	-2.5	2.8	4.1	-1.6	0.9
CCOc1ccc(CN(CC)C(=O)c2ccc3c(c2)[nH]c(=O)c(=O)n3CC)cc1OC	8.2	-0.9	3.4	2.2	-33.0	-1.0	-1.9	-0.6	-0.1
CN1C(=O)C2(C(C#N)=C(N)N(c3cc(Cl)cc(Cl)c3)C3=C2C(=O)CCC3)c2ccccc21 (stereo not drawn)	-0.5	0.1	3.9	-3.9	1.8	-2.2	-4.4	3.3	2.2
CN(C)Cc1ccccc1Sc1ccc(Br)cc1	2.4	0.7	-3.1	-3.1	10.9	0.3	3.1	0.8	-2.3
O=C(NCCCCCCNC(=O)C1CCCC1)C1CCCC1	0.6	1.4	-0.5	-1.2	0.6	-0.6	0.3	-3.9	-0.3
Cc1ccc(N2CCN(S(=O)(=O)c3ccc(Cl)s3)CC2C)cc1 (stereo not drawn)	0.0	0.3	2.9	-5.5	-1.7	-0.3	-3.1	5.7	5.2
O=[N+]([O-])c1cccnc1N1CCCCC1	0.7	-0.1	6.5	2.7	-2.4	-0.2	-8.9	5.3	0.2
COc1ccc(N2CCN(C(=O)c3cc(=O)c4cc(C)c(C)cc4o3)CC2)cc1	3.1	0.8	2.5	-2.6	2.6	3.5	3.9	2.1	0.5
COC(=O)c1ccc(NC(=O)N(c2ccccc2)c2ccccc2)cc1	6.3	0.3	6.3	-3.6	3.0	-0.7	0.0	3.1	-2.2
Cc1sc2c(c1C)C(=O)NC(c1cccc(O)c1)N2 (stereo not drawn)	-6.3	4.4	-11.2	2.0	.	6.7	-0.8	-9.4	54.9*
CCCCNc1ccc(C(=O)Nc2cccc(C)n2)cc1[N+](=O)[O-]	-2.5	3.9	-5.8	1.7	-3.3	3.2	-1.5	2.8	8.1
COC(=O)CN1C(=O)[C@H]2[C@@H](/C=C/c3ccccc3)N3C(=O)CN(Cc4ccc(-c5ccccc5)cc4)C(=O)[C@@]3(C)[C@H]2C1=O	0.4	.	-3.8	.	-4.2	.	.	.	-0.8
CC1CN(c2ccc([N+](=O)[O-])cc2C(=O)N2CCOCC2)CC(C)N1 (stereo not drawn)	-7.3	0.1	-5.0	-1.8	-6.3	1.9	-2.0	-1.2	2.1
CCn1c(CC(=O)Nc2ccc(C)cc2)n[nH]c1=S	0.4	-0.5	-2.7	-3.2	-6.2	2.2	-6.0	2.0	2.5
COc1ccc(OC)c(CNC(=O)CCC(=O)N2Cc3cccc(OC)c3Oc3ncccc32)c1	4.5	-1.8	2.6	-1.9	6.9	-0.9	2.8	2.5	2.8
Cc1ccc(CNC(=O)CCCn2nc(C)n3ccnc3c2=O)cc1	-3.2	-2.0	0.6	-2.4	-7.6	-4.1	2.6	-10.6	-4.1
O=C(CCNC(=O)Cn1ccc2ccccc2c1=O)NCc1ccc(F)cc1Cl	1.0	-2.3	-2.0	-3.7	3.8	-4.6	-1.8	0.2	-0.4
O=C(CN1CCCCCC1)Nc1ccccc1Cl	-2.2	-1.6	-3.9	6.8	0.3	-1.3	6.1	-16.0	1.3
COc1ccccc1NS(=O)(=O)c1cc(NC(=O)C2=NNC(=O)CC2)ccc1C	-7.0	0.6	6.8	-5.8	6.2	.	.	.	2.1
C#CCOCCOCCOCCNc1nc(N2CCN(C(=O)[C@H]([C@@H](C)CC)n3cc(CCCCN)nn3)CC2)nc(N2CCN(C(=O)[C@H](C)n3cc(CCCN=C(N)N)nn3)CC2)n1	4.2	4.4	-3.4	1.3	-3.5	-1.6	-2.8	-7.4	-0.7
O=C1CCCC(=O)C1CS(=O)(=O)c1ccccc1	-24.5	2.0	-27.4	-2.2	7.5	-3.1	1.6	-1.6	-0.3

(more compounds)
SMILES	procasp3 activ	PP5 primary	procasp7 counter	PP1 inh	PAFAH2 FP inh	TPT1 inh	CTSL1 counter	core dimer inh	AHR act
Cc1ccc(-c2nc(-c3ccccn3)no2)cc1	-1.2	1.9	-7.1	-1.7	1.6	0.1	-1.1	-2.0	-13.7
Cc1nc2cc(-c3cccc(F)c3)nn2c(N2CCN(C(=O)c3ccco3)CC2)c1C	5.4	2.3	9.3	-1.2	-2.8	-0.4	1.8	15.6	19.5
CCOC(=O)N1CCN(C(=O)CSc2ccc(-c3ccccc3)nn2)CC1	4.0	-0.9	-3.5	0.4	-1.3	2.2	-4.7	0.8	4.9
CCOc1ccccc1NC(=O)CSc1nc2c(c(=O)n1C)SC(C)C2 (stereo not drawn)	-5.8	0.0	-6.9	3.4	4.1	-1.7	-0.6	5.5	4.2
Cc1cccc(C)c1NC(=O)CN(C)C(=O)c1ccc(COc2ccccc2)cc1	5.9	3.1	-2.3	5.7	1.2	1.7	-1.5	12.2	-1.2
c1ccc(CNc2nc(NCc3ccco3)nc(N3CCOCC3)n2)cc1	12.5	0.7	-9.3	-1.3	7.0	-1.5	3.5	4.5	18.5
CSc1ccccc1NC(=O)c1onc(C)c1Cl	3.1	0.7	-1.1	0.9	5.1	-2.5	-0.6	-0.3	11.8

Compound profiles (already shown). Values in the order: procasp3 activ | PP5 primary | procasp7 counter | PP1 inh | PAFAH2 FP inh | TPT1 inh | CTSL1 counter | core dimer inh | AHR act
c1ccc(CNc2nc(NCc3ccco3)nc(N3CCOCC3)n2)cc1 reads 12.5 | 0.7 | -9.3 | -1.3 | 7.0 | -1.5 | 3.5 | 4.5 | 18.5
CSc1ccccc1NC(=O)c1onc(C)c1Cl reads 3.1 | 0.7 | -1.1 | 0.9 | 5.1 | -2.5 | -0.6 | -0.3 | 11.8

Screening data from PubChem.
